Neddyl block: inhibitors of cullin neddylation, primary screen, biochemical, TR-FRET, uHTS, NAE and Ubc12; calls only at 25 µM; NEDD8-conjugating enzyme Ubc12 (Homo sapiens) + NEDD8-activating enzyme E1 regulatory …; 0.58% of 360,000 active; AID 651699, 2012; in the data active = inhibition above about 36%
STEP inh: STEP phosphatase inhibitors, primary screen, biochemical, fluorescence intensity, uHTS; Tyrosine-protein phosphatase non-receptor type 5 (Homo sapiens), P54829; recombinant STEP, OMFP fluorogenic substrate; inhibition, % at 20 µM; 0.25% of 360,000 active; AID 588621, 2011;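 active = inhibition at 20 µM, scaled per plate between control wells, above about 37%, limit read from the data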;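 also: 0% = DMSO with enzyme and substrate and 100% = substrate only without enzyme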
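System: STEP (striatal-enriched tyrosine phosphatase) enzyme, cell-free; medium: Bis-Tris pH 6.0 buffer with DTT, detergent; dosing: 20 µM, 1% DMSO; times: reaction 20 min, ambient temperature; detection: fluorescence, 480/540 nm; read-out basis: normalized % inhibition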
SUMO1 PPI mod: modulators of SUMO1 protein-protein interactions, primary screen, biochemical, uHTS. SUMO1 binding to a labelled peptide, TR-FRET, 1 h. Small ubiquitin-related modifier 1 (Homo sapiens), P63165. 0.33% of 360,000 active. inhibition, % at 20 µM; in the data active = inhibition above about 37%
Target sequence (P63165 whole entry, looked up): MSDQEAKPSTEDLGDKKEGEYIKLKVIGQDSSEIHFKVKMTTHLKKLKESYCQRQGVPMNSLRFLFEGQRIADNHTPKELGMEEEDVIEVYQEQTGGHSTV
Rpn11 inh: Rpn11 (PSMD14) deubiquitinase inhibitors, primary screen, biochemical, fluorescence polarization, uHTS. 0.59% of 360,000 active. AID 588493, 2011. human 26S proteasome, Ub4-pepOG fluorescence polarization; 20S core pre-blocked with epoxomicin. 26S proteasome non-ATPase regulatory subunit 14 (Homo sapiens), O00487. calls only at 20 µM;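 active = inhibition at 20 µM, scaled to each plate's controls, above about 33%, limit read from the data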
Target sequence (O00487 whole entry, looked up): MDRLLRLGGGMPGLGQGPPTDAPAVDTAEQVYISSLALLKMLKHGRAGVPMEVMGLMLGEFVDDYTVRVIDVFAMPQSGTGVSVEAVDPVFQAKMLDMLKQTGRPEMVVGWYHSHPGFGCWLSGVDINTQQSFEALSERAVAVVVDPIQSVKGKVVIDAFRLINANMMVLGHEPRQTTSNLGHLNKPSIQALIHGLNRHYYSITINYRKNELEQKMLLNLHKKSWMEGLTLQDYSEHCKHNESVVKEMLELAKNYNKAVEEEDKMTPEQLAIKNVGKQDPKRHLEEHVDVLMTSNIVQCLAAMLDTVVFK
Rin1 Abl inh: inhibitors of Rin1-Abl protein binding, primary screen, biochemical, TR-FRET; Tyrosine-protein kinase ABL1 (Homo sapiens) + Ras and Rab interactor 1 (Homo sapiens), …; inhibition, % at 7.35 µM; 0.4% of 360,000 active; AID 588664, 2011; in the data active = inhibition above about 5%, passing the limit was not always enough
LMPTP inh: LMPTP phosphatase inhibitors, primary screen, biochemical, fluorescence intensity, uHTS; Low molecular weight phosphotyrosine protein phosphatase (Homo sapiens), P24666; recombinant LMPTP-A, OMFP fluorogenic substrate; inhibition, % at 20 µM; 0.22% of 360,000 active;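 active = compounds that cut the enzyme signal by at least half of the control window in the single-dose screen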;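 also: plate controls were DMSO wells with enzyme plus substrate for no effect and substrate without enzyme for full effect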
Target sequence (P24666 whole entry, looked up): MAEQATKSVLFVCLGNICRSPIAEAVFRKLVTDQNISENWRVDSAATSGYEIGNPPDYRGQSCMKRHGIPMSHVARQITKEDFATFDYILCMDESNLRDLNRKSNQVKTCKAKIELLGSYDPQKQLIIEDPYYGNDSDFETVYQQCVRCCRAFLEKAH
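material = LMPTP-A | quantity = 0.625 nM enzyme | reagent = OMFP substrate, 400 µM final | buffer or medium = Bis-Tris pH 6.0, DTT, detergent | detection = endpoint fluorescence intensity from OMFP dephosphorylation | dosing = single 20 µM dose | read-out basis = % inhibition relative to no-enzyme and uninhibited control wells | control set = no-enzyme and uninhibited controls | timing = 50 min at room temperature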
DNMT1 block: human DNMT1 methyltransferase inhibitors, primary screen, biochemical, molecular beacon, fluorescence, HinP1I cleavage, uHTS | DNA (cytosine-5)-methyltransferase 1 (Homo sapiens), P26358 | AID 588458, 2011 | inhibition (reported as % activation of signal), % at 10 µM | 0.83% of 360,000 active; in the data active = inhibition above about 50%
CSN deneddyl inh: inhibitors of CSN-mediated cullin deneddylation, primary screen, biochemical, fluorescence polarization, uHTS; COP9 signalosome complex subunit 5 (Homo sapiens), Q92905; Purified CSN, SCF-Nedd8-OG deneddylation; inhibition, % at 12.5 µM; 0.38% of 360,000 active; AID 651999, 2013;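 active = pattern-corrected inhibition above about 35%, with an unprinted fluorescence ratio check between 0.5 and 1.5, limit read from the data, passing the limit was not always enough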;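 also: 0% = enzyme with substrate and 100% = substrate without enzyme; some results filed as inactive read as strong as hits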
Target sequence (Q92905 whole entry, looked up, one chain of several): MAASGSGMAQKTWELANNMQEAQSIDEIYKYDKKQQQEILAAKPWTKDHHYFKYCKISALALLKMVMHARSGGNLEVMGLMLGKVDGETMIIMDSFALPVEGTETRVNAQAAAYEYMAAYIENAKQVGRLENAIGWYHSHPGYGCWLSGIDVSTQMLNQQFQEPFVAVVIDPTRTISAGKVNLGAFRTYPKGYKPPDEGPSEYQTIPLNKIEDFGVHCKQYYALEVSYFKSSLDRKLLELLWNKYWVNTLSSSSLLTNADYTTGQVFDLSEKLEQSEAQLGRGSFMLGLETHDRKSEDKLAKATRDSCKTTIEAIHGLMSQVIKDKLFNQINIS
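Test system: Human Csn5 produced in HEK293T cells | Compound: 12.5 µM single point | Times: 90 min, room temperature | Signal: Fluorescence polarization readout | Read-out basis: % inhibition of substrate cleavage by Csn5 | Controls: no-enzyme wells high, enzyme-with-substrate wells low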
Scp-1 inhibitor: Scp-1 phosphatase inhibitors, primary screen, biochemical, colorimetric, uHTS; Carboxy-terminal domain RNA polymerase II polypeptide A small phosphatase 1 (Homo …; Recombinant Scp1, phosphopeptide, malachite green phosphate absorbance; inhibition, % at 20 µM; 0.88% of 340,000 active;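 active = inhibition above about 50% at 20 µM, limit read from the data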;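 also: plate controls were DMSO wells with enzyme for no effect and wells lacking enzyme for full effect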
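Assay system: SCP-1 catalytic fragment, aa 76-261 | Buffer or medium: Tris acetate buffer pH 5.5 with MgCl2 and Tween-20 | Compound: One concentration, 20 µM, with 1.0% DMSO | Also added: Phospho 17-mer peptide substrate | Signal: Absorbance at 630 nm | Incubation: 45 min enzyme reaction at room temperature | Measure: % inhibition of SCP-1 phosphate liberation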
NadD block: inhibitors of S. aureus NadD, primary screen, biochemical, colorimetric, uHTS; Nicotinate-nucleotide adenylyltransferase NadD (Staphylococcus aureus N315); AID 602399, 2012; inhibition, % at 20 µM; purified NadD enzyme, colorimetric absorbance read-out; 0.78% of 360,000 active; in the data active = inhibition above about 26%; also: some compounds past the cut are filed as inactive
The depositor's hits bear a star; i = inactive; / = no result given; + = active, no number.

SMILES	Neddyl block	STEP inh	SUMO1 PPI mod	Rpn11 inh	Rin1 Abl inh	LMPTP inh	DNMT1 block	CSN deneddyl inh	Scp-1 inhibitor	NadD block
CC(=O)N(/N=C1\Sc2ccccc2C1=O)c1cccc(C)c1	i	-1	35	i	-4	2.7	51*	20	-4	1
CCOC(=O)C1=C(C)NC2=C(C(=O)C(C(=O)OC)C(C)C2)C1c1ccc(OC)c(O)c1 (centres undefined)	i	-2	-10	i	2	-0.2	11	5	-25	-8
CCCc1cc(=O)oc2c(C)c(OC(C)C(=O)NCCN3CCOCC3)ccc12 (centres undefined)	i	-1	-5	i	-1	-0.9	-2	-1	-6	-6
CCN(CC)C(=O)CCSc1nnc(-c2ccco2)o1	i	-2	3	i	1	-1.3	3	-3	-9	-3
COC(=O)c1cc(-c2ccccc2)nc2nc(SC)[nH]c(=O)c12	/	1	-1	i	1	-1.0	0	-2	-7	-8
S=C(Nc1ccccn1)NC1CCCC1	i	3	1	i	3	-0.6	-3	0	-4	1
Cc1noc(C)c1S(=O)(=O)N1CCC(C(=O)N2CCN(c3ccc(Cl)cc3)CC2)CC1	i	-3	-2	i	3	-0.7	1	-4	16	-3
O=C(O)c1oc2ccccc2c1CSCc1ccccc1	i	0	1	i	0	-1.0	0	-6	-7	-7
COc1cc(C(=O)NC(=S)Nc2ccccc2[N+](=O)[O-])cc(OC)c1OC	i	0	-12	i	-2	-0.4	-2	7	-5	-7
O=C(Nc1cccc(S(=O)(=O)N2CCCC2)c1)c1cc(-c2ccccn2)nc2ccccc12	i	8	-9	i	-1	-0.1	0	-7	6	8
CCOc1ccc(-c2nnc(SCC(=O)N(CC)CC)n2N)cc1	i	-4	0	i	1	-0.5	4	-2	-11	5
Cc1ccc(N(CCC#N)C(=O)CSc2nnc3ccccn23)cc1	i	-2	2	i	0	-0.4	6	4	-5	4
CCOC(=O)c1c(C)[nH]c(C(=O)OC(C)C(=O)NC2CCCCC2C)c1C (centres undefined)	i	-4	7	i	3	-0.6	10	-3	-5	0
COc1ccc(CCNC(=O)CSc2nc(C)cs2)cc1	i	-1	1	i	-1	-2.1	9	-13	10	-4
Cc1ccn2cc(C(=O)N3CCCC(Nc4ccc(F)cc4)C3)nc2c1 (centres undefined)	i	-2	0	i	-1	-2.5	-1	2	-5	-2
O=C(CCc1nc2ccccc2[nH]c1=O)OCC(=O)N1CCc2ccccc21	i	-4	-6	i	3	0.8	-9	-2	-8	9
CCCS(=O)(=O)N1CCCC(C(=O)NCCCN(C)Cc2ccccc2)C1 (centres undefined)	i	-1	0	i	-3	-3.9	2	1	-10	-8
O=C(O)c1ccc2c(c1)CCC2	i	-3	4	i	2	-0.4	-1	33	-5	-2
CC1(C)CC2CC(C)(CN2C(=O)c2ccccc2)C1 (centres undefined)	i	-1	-3	i	-1	-1.9	3	-1	-7	-2
O=C(O)CCC(NC(=O)OCc1ccccc1)C(=O)O (centres undefined)	i	-2	0	i	3	0.3	1	2	-13	2

3 entries from above, with values under each structure:
Sequence of screens: Neddyl block	STEP inh	SUMO1 PPI mod	Rpn11 inh	Rin1 Abl inh	LMPTP inh	DNMT1 block	CSN deneddyl inh	Scp-1 inhibitor	NadD block
> CCCc1cc(=O)oc2c(C)c(OC(C)C(=O)NCCN3CCOCC3)ccc12 (centres undefined)
  i	-1	-5	i	-1	-0.9	-2	-1	-6	-6
> CCN(CC)C(=O)CCSc1nnc(-c2ccco2)o1
  i	-2	3	i	1	-1.3	3	-3	-9	-3
> COC(=O)c1cc(-c2ccccc2)nc2nc(SC)[nH]c(=O)c12
  /	1	-1	i	1	-1.0	0	-2	-7	-8

Further entries follow:
SMILES	Neddyl block	STEP inh	SUMO1 PPI mod	Rpn11 inh	Rin1 Abl inh	LMPTP inh	DNMT1 block	CSN deneddyl inh	Scp-1 inhibitor	NadD block
O=C(Nc1nnc(-c2cccnc2)o1)c1ccccc1Cl	i	0	1	i	3	-0.5	-3	-9	-5	-2
Cc1ccc(NC(=O)CSC(C)C(=O)OCC(=O)N2CCN(C(=O)c3ccco3)CC2)cc1 (centres undefined)	i	4	2	i	-1	0.3	2	5	11	0
Cc1cccc(C(=O)O/N=C(\N)Cc2cccc3ccccc23)c1	i	-1	0	i	4	1.6	0	-2	-6	-1
c1coc(C2=NC(c3ccco3)C(c3ccco3)N2)c1 (centres undefined)	/	-2	1	i	3	0.3	5	-3	-7	-1
Cc1nc(SCC(=O)Nc2ccc(C)c(F)c2)c2oc3ccccc3c2n1	i	-4	-223	i	-2	1.9	0	-1	-10	0
Cc1cc(OCC(=O)Nc2ccncc2)ccc1Br	i	-1	-3	i	-1	-2.7	-14	1	0	4
Fc1ccc(N2CCN(C(c3cccs3)c3nnnn3C3CCCC3)CC2)cc1 (centres undefined)	i	2	-3	i	2	2.8	-5	3	-5	9
CC(C)OC(=O)CSc1nnc(-c2cnccn2)n1-c1ccc(Cl)cc1	i	0	-1	i	-4	-1.4	-3	2	-4	5
Cc1ccnc(N2CCC(C(=O)Nc3nnc(C)s3)CC2)n1	i	-5	-1	i	4	-1.5	3	0	-9	-5
COc1ccccc1C1=NOC(COC(=O)c2ccc([N+](=O)[O-])cc2)C1 (centres undefined)	i	2	-21	i	2	0.3	0	0	-13	-1
O=C(O)C(Oc1ccc2c(c1)oc(=O)c1ccccc12)c1ccccc1 (centres undefined)	/	-1	6	i	-2	-1.3	6	2	-5	-3
O=C(c1c[nH]c(C(=O)C(Cl)(Cl)Cl)c1)c1ccccc1Cl	i	4	-1	i	2	-0.3	20	15	-2	-10
COC(=O)N(C)C[C@@H]1OCc2cnnn2CCCC(=O)N([C@@H](C)CO)C[C@H]1C	i	2	0	i	-2	-1.5	1	-5	/	-5
O=C(Nc1ccc(F)cc1)Nc1ccccc1C(=O)NCCN1CCNC1=O	i	-1	-1	i	0	0.3	-1	2	-7	-8
COc1ccc(C(=O)N(NC(=O)Oc2ccccc2)C(C)(C)C)cc1	i	-2	16	i	2	0.1	2	1	2	2
O=C(Cn1nc(Cc2cccnc2)c2ccccc2c1=O)NCc1ccc(F)cc1	i	-2	0	i	-2	0.3	2	-4	-1	-9
COc1ccc(-c2cc(C(F)(F)F)nc(SCCC(=O)N3CCOCC3)n2)cc1	i	-8	2	i	-1	0.0	-3	-6	-15	-9
O=C(COc1ccccc1Cl)Nc1ccccc1C(=O)N1CCCCC1	i	-3	3	i	2	-1.0	-1	0	-2	-2
C=CCn1c(=N)c(S(=O)(=O)c2ccc(C)c(C)c2)cc2c(=O)n3ccccc3nc21	+	2	-13	i	0	2.1	-4	3	5	12
COc1ccc(OCc2ccc(-c3nc4ccccc4c(=O)n3N)o2)cc1	i	5	-13	i	-2	1.7	-1	0	-7	1
C=CCn1c(SCC(=O)N(C)C2CCS(=O)(=O)C2)nnc1-c1ccccc1 (centres undefined)	i	-1	4	i	2	-2.4	2	-3	-3	-6
COC(=O)c1ccc(NC(=O)COc2ccc3c(c2)OCO3)cc1	i	2	2	i	1	-0.7	0	-2	4	-7
O=C(NCc1cccnc1)/C(=N\O)c1ccccc1	i	0	-3	i	-2	0.5	1	-3	-4	-2
COc1cccc(CN2CCNC(=O)C2CC(=O)NCc2cn3cccc(C)c3n2)c1OC (centres undefined)	i	1	0	i	3	0.8	1	-9	-2	5
O=C(Nc1ccc(F)cc1)N1CCN(c2nc3ccccc3s2)CC1	i	0	3	i	0	-2.3	-3	-3	-12	-5
CC(C)CC(=O)N1CCN(c2ccc(NC(=O)c3ccco3)cc2)CC1	i	2	-4	i	1	-1.1	-1	-2	6	3
CNC(=O)c1c(NC(=O)c2ccc3ncsc3c2)sc(C)c1C	i	0	0	i	-4	1.5	-3	-4	-2	-2
CC1CCCN(C(=O)c2ccc3c(=O)n(C4CCCC4)c(=S)[nH]c3c2)C1 (centres undefined)	i	0	2	i	-2	0.9	6	-4	-15	-1
O=C(NC12CC3CC(CC(C3)C1)C2)N1CCN(c2ccccc2)CC1	i	-1	-5	i	-1	-0.4	2	4	-5	3
O=C(Nc1ccc(NS(=O)(=O)c2ccc([N+](=O)[O-])cc2)cc1)c1ccco1	i	-1	-26	i	0	0.0	1	2	-14	-1
Cc1cc(C(=O)N(C)Cc2c(F)cccc2Cl)c2ccccc2n1	i	-1	6	i	4	-1.6	0	0	3	-2
CC1=C(OC(=O)c2ccccc2)C(C)(C)C(c2ccc(Br)cc2)OC1=O (centres undefined)	i	0	-3	i	1	3.1	-1	-3	-20	-6
Cc1cccnc1Oc1ncccc1N	i	0	1	i	1	-1.5	-1	0	-8	-7
CCN(c1ccccc1)S(=O)(=O)c1ccc(Oc2ccccc2C(C)=O)nc1	i	1	3	i	0	0.0	-2	4	-12	0
CCOc1ccc(Nc2ncnc3ccc([N+](=O)[O-])cc23)cc1	i	0	-36	i	-7	-0.6	-1	-1	2	-5
CCOC(=O)CN1C(=O)C(C)(C)Oc2ccc(C(=O)NC(C)(C)CC)cc21	i	0	0	i	0	-1.8	1	-1	-2	-6
O=C(NCC(=O)N(CCN1CCOCC1)C(C(=O)NC1CCCC1)c1ccccc1)c1cccs1 (centres undefined)	i	3	-3	i	0	-2.6	0	3	-2	3
CC(=O)Nc1ccc(S(=O)(=O)N2CCOCC2)cc1	i	2	0	i	-2	-0.6	7	5	-2	3
Cn1ncc2c(N3CCOCC3)ncnc21	i	-1	-4	i	1	-1.3	5	5	-1	6

Entries above marked active in DNMT1 block:
Structure | Neddyl block | SUMO1 PPI mod | Rpn11 inh | Rin1 Abl inh | LMPTP inh | DNMT1 block | CSN deneddyl inh | Scp-1 inhibitor | NadD block
CC(=O)N(/N=C1\Sc2ccccc2C1=O)c1cccc(C)c1 | i | 35 | i | -4 | 2.7 | 51* | 20 | -4 | 1
